Screening data (PubChem)
HttQ103 aggreg – mutant huntingtin aggregation inhibition; 1.1% of 220,000 active; PC12 HttQ103-GFP aggregates, Acumen cytometry, 40 h; AID 1688; Potency, µM (top dose mostly 46.1 µM), without a hit: at the highest dose activity change, negative = inhibition, usual class: inhibitors; further: potency means the concentration at half of the fitted maximal effect; on the % scale 0 is the no-effect control and ±100 the full control effect; nearly all actives have a fitted effect of over 60% in size
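Aggregate formation scored by laser-scanning cytometer (488 excitation, 500–530 emission) in lysed PC12 cells expressing Q103-GFP after 100 nM tebufenozide induction; library tested in dose series, with ATPLite reagent added in the multiplex.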
HTT cytoprotect – protects HTT-Q103 PC12 cells, measured by ATP; 0.14% of 230,000 active; Potency, µM (highest dose often 56.4 µM), for the others: cytoprotection (ATP increase), most hits filed as activators; PC12 HTT-Q103 induced, cytoprotection, ATP luminescence, 40 h; AID 1471;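 further: potency means the concentration at half of the fitted maximal effect; % of control where 0% means no effect; nearly all actives have a fitted effect of over 45% in size; toxic huntingtin expression switched on by the ecdysone agonist tebufenozide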
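Compounds added alongside 100 nM tebufenozide, which induces toxic Q103 huntingtin exon 1-GFP in stable PC12 cells; surviving cells quantified by luminescent ATP measurement. Medium: phenol red-free DMEM, 5% equine and 5% calf serum.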
Lamin A splicing – LMNA splicing modulation | Potency, µM (doses to about 46.1 µM), for the others: at the top dose ratio change, negative = inhibition, usual class: inhibitors | AID 1487 | 0.01% of 200,000 active | HeLa LMNA splicing GFP/RFP minigene ratio, 48 h; active means well fitted inhibition curve with a large enough effect in the signal ratio, with a control signal flat, not every such curve was filed as active; inconclusive means small, poorly fitted or top-dose-only effect, or effect the other way, or a change in a side signal; the % refers to the signal ratio; further: potency means the concentration at half of the fitted maximal effect; on the % scale 0 is the no-effect control and ±100 the full control effect
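Read-out is the ratio of GFP to DsRed2 object intensity, acquired by 488 nm laser-scanning cytometry on HeLa lamin A-EGFP minigene reporter cells. Compound incubation 48 hrs at 37 °C in Opti-MEM with 2% FBS; DMSO 0.5% final.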
Luc counter – Kinase-Glo luciferase inhibition (counter-screen). Kinase-Glo luciferase, ATP luminescence, 8 min. 0.28% of 200,000 active. Q27757. Potency, µM (highest dose often 38.3 µM), for the others: at the highest dose activity change, negative = inhibition, actives largely listed as inhibitors. AID 1379; further: potency means the concentration at half of the fitted maximal effect; on the % scale 0 is the no-effect control and ±100 the full control effect; nearly all actives have a fitted effect of over 60% in size
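Substrate mix (final 50 mM imidazole pH 7.2, 50 mM KCl, 7 mM MgCl2, 10 uM ATP, 0.01% Tween 20, 0.05% BSA) plus pin-tool compound, then Kinase-Glo detection mix; 8 min ambient, luminescence read.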
SMN2 splice up – increases expression of the SMN2 splice variant | AID 1458 | 2.8% of 210,000 active | HEK293 SMN2-luciferase splicing reporter, luminescence, 30-36 h | Potency, µM (series often up to 46.1 µM), for inactives: at the highest dose activity change, positive = activation, actives largely listed as activators; further: potency means the concentration at half of the fitted maximal effect; % of control where 0% means no effect; nearly all actives have a fitted effect of over 55% in size
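HEK293 cells carry an SMN2 […]–luciferase reporter in which exon 7 inclusion puts luciferase in frame. Cells were plated 10-12 h before compound addition, then incubated 30-36 h at 37C. ONE-Glo luminescence was read; sodium butyrate at 4.5 mM final served as control.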
IMPase Li inh – cell-permeable IMPase inhibitors with lithium potentiation. CHO-M1 cells, IP1 TR-FRET (IP-One), carbachol + lithium. Potency, µM (highest dose often 59.4 µM), for inactives: top-dose activity, negative = IMPase inhibition, actives largely listed as inhibitors. 0.35% of 210,000 active;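 further: IP1 builds up when IMPase is blocked and the TR-FRET signal falls; potency means the concentration at half of the fitted maximal effect; plate controls were basal vehicle for no effect and high inhibitor control for full effect; nearly all actives have a fitted effect of over 50% in size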
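CHO-M1, 2000 cells/well, 16–30 h culture; cpd + low Li+, 30 min 37C; lysis with d2-IP1/Eu-anti-IP1 Ab, 10 min RT; TR-FRET 665/620 ratio and 620 channel; AC50 via Hill.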
CBFb RUNX1 block – blocks binding between human CBF-beta and RUNX1; Potency, µM (highest dose often 59.8 µM), inactives show top-dose activity, negative = inhibition, actives largely listed as inhibitors; 230,000 tested, under 10 active; AlphaScreen CBFb-His/RUNX1-biotin binding, biochemical; further: % of control where 0% means no effect
Target sequence (Q01196 whole entry, looked up): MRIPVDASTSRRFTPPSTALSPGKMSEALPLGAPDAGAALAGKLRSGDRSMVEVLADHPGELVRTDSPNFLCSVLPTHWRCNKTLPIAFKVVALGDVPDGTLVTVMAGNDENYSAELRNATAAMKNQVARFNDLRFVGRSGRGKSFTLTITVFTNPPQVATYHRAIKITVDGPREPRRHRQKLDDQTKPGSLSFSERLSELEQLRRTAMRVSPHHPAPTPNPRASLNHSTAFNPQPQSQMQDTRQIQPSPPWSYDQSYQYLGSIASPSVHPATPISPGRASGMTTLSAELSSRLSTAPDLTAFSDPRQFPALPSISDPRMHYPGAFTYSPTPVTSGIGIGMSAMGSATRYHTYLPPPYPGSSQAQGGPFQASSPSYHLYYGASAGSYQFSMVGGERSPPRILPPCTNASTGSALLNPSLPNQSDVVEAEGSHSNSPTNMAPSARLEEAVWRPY
Target sequence (Q13951 whole entry, looked up): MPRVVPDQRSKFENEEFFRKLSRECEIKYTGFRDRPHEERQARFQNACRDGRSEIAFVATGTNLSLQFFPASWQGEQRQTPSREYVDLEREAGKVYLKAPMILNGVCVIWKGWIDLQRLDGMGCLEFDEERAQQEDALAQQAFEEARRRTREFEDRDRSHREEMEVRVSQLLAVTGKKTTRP
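Interaction loss through any mechanism counts as activity. Pre-formed complex of His-CBF-beta and biotin-RUNX1 (30 nM apiece) is incubated with compound 15 min, then with 50 ng nickel and 50 ng streptavidin beads for 90 min before AlphaScreen detection.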
Numbers without * were called inactive; ? = inconclusive; / = not tested or not shown; [ ] = another dose, or the depositor's remark. Unless noted, the call rests on the fitted dose curve; in most records, active means well fitted curve in the direction sought with a large enough effect; inconclusive means small, poorly fitted or top-dose-only effect, or another doubt; inactive means no such curve, though single readings can be large; an effect the other way counts as inactive or inconclusive.

SMILES	HttQ103 aggreg	HTT cytoprotect	Lamin A splicing	Luc counter	SMN2 splice up	IMPase Li inh	CBFb RUNX1 block
Clc1cccc(CN2COc3c(cc(Cl)c4cccnc34)C2)c1	?	-59%[inhibitor][10 µM]	?	-2%	-107%[inhibitor]	12%	?
COc1cc(OC)c2ccc(=O)oc2c1C(CC(=O)N1CCCC(C)C1)c1ccc2c(c1)OCO2 (centres undefined)	-7%[9.22 µM]	-11%[10 µM]	/	/	/	/	-8%
Cc1ccc(C)c2[nH]c(=O)c(CN(Cc3cccnc3)C(=S)NCc3ccco3)cc12	17%[9.22 µM]	9%[10 µM]	/	/	/	/	-20%
CC1SC(C)C(=O)N(CC(=O)NC2CCCCC2)C1=O (centres undefined)	-17%	-17%	/	1%	5%	1%	5%
CC(C)CC(=O)c1c[nH]c(C(=O)NCCc2ccccn2)c1	-9%	6%[10 µM]	-6%	4%	18%	-6%	4%
O=C(NCC(O)CN1CCOCC1)c1ccc([N+](=O)[O-])cc1 (centres undefined)	5%	-26%	/	1%	12%	3%	9%
Cc1ccc(-n2nc(-c3ccc(OC(F)(F)F)cc3)cc2N)cc1C	-6%[9.22 µM]	-2%[10 µM]	/	/	/	/	-1%
CCOC(=O)c1sc2ncnc(NCC(c3cccs3)N(C)C)c2c1C (centres undefined)	-7%	-35%	21%	-4%	-8%	?	1%
CCNc1nc(C)nc2c1oc1ccccc12	-6%	-9%[0.074 µM]	?	3%	1%	13%[38.3 µM]	11%
Cc1ccc(NC(=S)N(CCN(C)C)Cc2cccs2)c(C)c1	-3%	-31%[inhibitor]	/	0%	6%	0%	1%
Cc1sc(C(=O)Nc2ccc3ccccc3c2)cc1CC(=O)O	6%	/	-3%[46 µM]	-2%	?	-4%	10%
Cn1cccc1Cc1nnc(SCC(N)=O)n1CCc1ccccc1	-17%	-13%	?	2%	-2%	12%	8%
COc1ccc(CN2CN(S(=O)(=O)c3cccs3)c3nc4ccccc4nc32)cc1	20%[9.22 µM]	10%[10 µM]	/	/	/	/	4%
Cc1ccc(OCc2nnc(SC(C)C(=O)O)n2Cc2ccccc2)cc1 (centres undefined)	12%[9.22 µM]	14%[10 µM]	?	3%	/	4%	-10%
O=C(CCS(=O)(=O)c1ccc(Br)cc1)N1CCN(c2ccccc2Cl)CC1	-28%	10%	?	-3%	-1%	15%[38.3 µM]	2%
N#CC1(c2ccccc2)CCC(=O)N1Cc1ccccc1 (centres undefined)	-10%[9.22 µM]	-19%[10 µM]	/	/	/	/	13%
N#CCc1nn(-c2ccccc2)c2ncnc(N)c12	-13%[9.22 µM]	13%[10 µM]	/	/	/	/	5%
COc1ccc(-c2cc3c(nn2)-c2ccccc2C3=O)cc1	-6%	-81%[inhibitor][10 µM]	9%[46 µM]	5µM*	1.1µM*	7%	-10%
Cc1nnc(SCc2ccccc2)n1CC1CCCO1 (centres undefined)	1%[9.22 µM]	22%	1%	4%	27%	-10%[38.3 µM]	4%
Nc1nnc(SCC(=O)c2cccc([N+](=O)[O-])c2)s1	2%	-10%	/	1%	-58%[inhibitor]	-8%	-7%
COc1ccccc1C1/C(=C(/O)c2ccc(C)cc2)C(=O)C(=O)N1Cc1ccco1 (centres undefined)	2%	-4%[10 µM]	-13%	-4%	9%	?	-5%
CCN(CC)CCNC(=O)C(=O)NCC1OCCN1S(=O)(=O)c1ccc([N+](=O)[O-])cc1 (centres undefined)	?	?	9%	1%	-8%	12%	11%
CCOC(=O)c1[nH]nc(N)c1NC(=O)c1ccc(Cl)cc1Cl	-4%	-20%[10 µM]	5%	1%	-15%	2%	-8%
OCCNCCCOc1cccc(Cl)c1Cl	/	-73%[inhibitor]	/	0%	/	0%	17%[21.7 µM]
COC(=O)Cn1c(=O)c2c(n(Cc3ccccc3)c1=O)N/C(=C/c1ccc(OC)cc1)C2=O	-4%[9.22 µM]	9%[10 µM]	/	/	/	/	30%

An excerpt from above in order of molecular weight, lowest first:
SMILES	HttQ103 aggreg	HTT cytoprotect	Lamin A splicing	Luc counter	SMN2 splice up	IMPase Li inh	CBFb RUNX1 block
N#CCc1nn(-c2ccccc2)c2ncnc(N)c12	-13%[9.22 µM]	13%[10 µM]	/	/	/	/	5%
Cc1ccc(-n2nc(-c3ccc(OC(F)(F)F)cc3)cc2N)cc1C	-6%[9.22 µM]	-2%[10 µM]	/	/	/	/	-1%
CCOC(=O)c1sc2ncnc(NCC(c3cccs3)N(C)C)c2c1C (centres undefined)	-7%	-35%	21%	-4%	-8%	?	1%

Part of the list above, bar-delimited:
mol | HttQ103 aggreg | HTT cytoprotect | Lamin A splicing | Luc counter | SMN2 splice up | IMPase Li inh | CBFb RUNX1 block
Cc1nnc(SCc2ccccc2)n1CC1CCCO1 (centres undefined) | 1%[9.22 µM] | 22% | 1% | 4% | 27% | -10%[38.3 µM] | 4%
Nc1nnc(SCC(=O)c2cccc([N+](=O)[O-])c2)s1 | 2% | -10% | / | 1% | -58%[inhibitor] | -8% | -7%
COc1ccccc1C1/C(=C(/O)c2ccc(C)cc2)C(=O)C(=O)N1Cc1ccco1 (centres undefined) | 2% | -4%[10 µM] | -13% | -4% | 9% | ? | -5%

In the list so far, five contain a halogen:
SMILES	HttQ103 aggreg	HTT cytoprotect	Lamin A splicing	Luc counter	SMN2 splice up	IMPase Li inh	CBFb RUNX1 block
Clc1cccc(CN2COc3c(cc(Cl)c4cccnc34)C2)c1	?	-59%[inhibitor][10 µM]	?	-2%	-107%[inhibitor]	12%	?
Cc1ccc(-n2nc(-c3ccc(OC(F)(F)F)cc3)cc2N)cc1C	-6%[9.22 µM]	-2%[10 µM]	/	/	/	/	-1%
O=C(CCS(=O)(=O)c1ccc(Br)cc1)N1CCN(c2ccccc2Cl)CC1	-28%	10%	?	-3%	-1%	15%[38.3 µM]	2%
CCOC(=O)c1[nH]nc(N)c1NC(=O)c1ccc(Cl)cc1Cl	-4%	-20%[10 µM]	5%	1%	-15%	2%	-8%
OCCNCCCOc1cccc(Cl)c1Cl	/	-73%[inhibitor]	/	0%	/	0%	17%[21.7 µM]

Next section:
SMILES	HttQ103 aggreg	HTT cytoprotect	Lamin A splicing	Luc counter	SMN2 splice up	IMPase Li inh	CBFb RUNX1 block
Cc1cc(=S)[nH]c(=S)[nH]1	3%[9.22 µM]	19%[10 µM]	?	/	/	/	6%
Cc1ccc(-c2c[n+]3c(n2-c2ccccc2)SCC3)cc1	3%[9.22 µM]	-15%[10 µM]	/	/	/	/	8%
O=C(c1ccc2c(Cl)c3c(nc2c1)CCCC3)N1CCC(N2CCCCC2)CC1	-18%	/	?	0%	-11%	16%	-2%[2.36 µM]
Cc1ccc(-c2noc(CN3CCN(c4ccccc4F)CC3)n2)cc1	-28%	7%[10 µM]	-23%	2%	-48%[inhibitor]	47%[activator][38.3 µM]	13%
Cc1ccc(N(CC(=O)O)C2SC(=O)NC2=O)cc1 (centres undefined)	8%	3%	11%	0%	?	14%[38.3 µM]	2%
CCc1ccccc1NC(=S)N(Cc1cccnc1)Cc1ccco1	-9%	-15%[10 µM]	-7%	-3%	-6%[1.84 µM]	2%	-2%
CCCCn1nnnc1SCC(=O)N1CCOCC1	-1%	9%[10 µM]	-9%	0%	-3%	5%	3%
COCCn1c(C2CCCCC2)nc2sc3ccccc3c(=O)c2c1=O	12%	-13%[0.074 µM]	5%	0%	-3%	-4%[38.3 µM]	2%
COc1ccc(-n2cnc3cc(NS(=O)(=O)c4ccc(C)cc4)ccc32)cc1	?	-19%	0%	-2%	-20%	54%[activator][38.3 µM]	-13%
Cn1c(=O)c2cc(S(=O)(=O)N3CCC(c4ccccc4)CC3)ccc2n(C)c1=O	-14%	9%	1%	0%	-17%	12%[38.3 µM]	-6%
CC1CCN(C(=O)c2cc(N3C(=O)C4C5CCC(C5)C4C3=O)ccc2Cl)CC1 (centres undefined)	2%	-35%[inhibitor]	/	0%	-9%	-5%	-6%
COC(=O)c1ccc(-c2ccco2)n1Cc1nc(-c2ccc(OC)c(OC)c2)oc1C	-21%	-49%[inhibitor]	?	-3%	-52%[inhibitor]	37%[activator][38.3 µM]	?
CN(CC(=O)Nc1ccncc1)S(=O)(=O)c1ccc(Cl)cc1	-18%	-4%	?	1%	-17%	6%[38.3 µM]	1%
CCC(CO)n1c(=S)[nH]c2cc(OC)c(OC)cc2c1=O (centres undefined)	-4%	-2%	-9%[46 µM]	-1%	6%	-9%	8%
Cc1ccc(NC(=O)c2nc(C)n(-c3ccc([N+](=O)[O-])cc3)n2)cc1	10%	11%[10 µM]	-3%	2%	2%	-11%	8%
Cc1ccc(NC(=O)CN2CCN(CCN=CC3=C(O)CC(c4ccccc4)CC3=O)CC2)cc1 (centres undefined)	11%	22%[10 µM]	2%	3%	-7%	11%	1%
Cc1ccc(C)n1-c1ccc(C(=O)N2CCOCC2)cc1	?	6%[10 µM]	7%	-2%	?	10%	6%
CCCCn1c(=O)n(C)c(=O)c2c3c(sc21)COC(C)(C)C3	-4%[9.22 µM]	-11%	?	1%	-19%	-1%[38.3 µM]	2%
Cc1ccc(NC(=O)COC(=O)Cn2cnc3ccccc32)cc1S(=O)(=O)N(C)C	1%	4%[10 µM]	6%	2%	7%	-2%	-7%
Cc1ccccc1C(=O)Nn1c(C)ccc1C	-8%[9.22 µM]	-10%[10 µM]	16%[46 µM]	-1%	/	-4%	-3%
Cc1cc(C)nc(NS(=O)(=O)c2ccc(NC(=S)NC(=O)C3CCCC3)cc2)n1	23%	-19%	-2%	-1%	2%	15%[38.3 µM]	6%
O=C(CCCSc1nc2ccccc2[nH]1)N1CCN(c2ccccc2)CC1	-26%	-17%	-14%	0%	-4%	24%[38.3 µM]	2%
c1ccc(-n2nnnc2Cc2nnnn2-c2ccccc2)cc1	5%	11%[10 µM]	-8%[46 µM]	2%	6%	1%	9%
COc1ccc(CNC(=O)Cc2ccc(OC)c(S(=O)(=O)N3CCOCC3)c2)cc1	2%	-1%	-5%	-5%	-14%	5%[38.3 µM]	8%
CCCCC(CC(C)O)c1n[nH]c(=S)n1-c1ccccc1 (centres undefined)	3%	20%[10 µM]	-6%	-1%	12%	0%	5%
CCC(=O)NC(NC(=S)Nc1ccccc1Br)C(Cl)(Cl)Cl (centres undefined)	-6%	5%[0.074 µM]	2%	-1%	9%	11%	0%
O=C1CCCc2oc3ccc(O)cc3c21	9%	13%[10 µM]	3%	1%	-13%	6%	4%
S=C(NNc1ccc2ccccc2c1)NC1CCCCC1	15%	4%[1.9 µM]	?	4%	?	1%	-22%
